# p53ts 39C tox – p53ts cell cytotoxicity, nonpermissive temperature | H1299-p53A138V viability at 39C, ATP luminescence, 24 h | Potency, µM (titrated, usually from 46.1 µM), for inactives: top-dose activity change, negative = cell killing, actives largely listed as cytotoxic | 130,000 tested, 1.5% active | AID 902; further: nearly all actives have a fitted effect of over 55% in size
# Imprint erasure – induces erasure of genomic imprints in mouse ES cells; mouse ES Peg3-LacZ reporter, beta-gal luminescence, 40 h; Potency, µM (titrated, usually from 60.7 µM), for the others: top-dose activity change, positive = activation, most hits filed as activators; 110,000 tested, 0.02% active;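 further: 0% = negative control wells on the plate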
#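 Gelatin-coated wells received 300 freshly trypsinized female ES cells with a Peg3LacZ-Neo reporter on the maternal allele, then incubated 40 hours at 37C. BetaGlo was added for 5 minutes at room temperature before a single luminescence read.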
# p53ts 32C tox – p53ts cell cytotoxicity, permissive temperature; AID 924; Potency, µM (titrated, usually from 46.1 µM), for the others: top-dose activity change, negative = cytotoxicity, hits mostly cytotoxic; H1299-p53A138V at 32C, ATP luminescence viability, 24 h; 130,000 tested, 0.93% active;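 further: 0% = DMSO and -100% = full killing by reference compound; nearly all actives have a fitted effect of over 55% in size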
#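 Cells: H1299 p53ts (A138V), 600/well, pre-incubated 16–30 h at 37C. Cpd up to 46 uM, 24 h, 32C. Readout: ATPlite luminescence, 20 min RT. Normalization: DMSO vs tamoxifen 100 uM. AC50 by Hill equation.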
# IkB signaling – inhibitors of IkB signaling in ABC-DLBCL cells. ABC-DLBCL IkBa-CBG/CBR dual luciferase ratio, 4 h; response scale: scaled: untreated 0%, proteasome inhibitor 100%. Potency, µM (highest dose often 57.1 µM), for inactives: at the highest dose IkBa stabilization activation. 110,000 tested, 0.04% active. AID 445; active means well fitted curve in the direction sought with a large enough effect in the signal ratio, not every such curve was filed as active; inconclusive means small, poorly fitted or top-dose-only effect, or a change in a side signal; the % refers to the signal ratio;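 further: the direction sought is a rising ratio; 0% = basal untreated cells and 100% = reference inhibitor full response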
#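 Luminescence ratio of IκBα-fused green versus native red beetle luciferase in OCI-Ly3 cells, 4 h post-doxycycline with compound; red signal alone, scaled from basal (0%) to zero light (-100%), flagged nonspecific or cytotoxic effects.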
# Starred values were filed as active, the others as inactive; ? = inconclusive; / = no result given; [ ] = another dose, or the depositor's remark. Unless noted, the call rests on the fitted dose curve; in most records, active means well fitted curve in the direction sought with a large enough effect; inconclusive means small, poorly fitted or top-dose-only effect, or another doubt; inactive means no such curve, though single readings can be large; an effect the other way counts as inactive or inconclusive. Unless noted, on the % scale 0 is the no-effect control and ±100 the full control effect; potency means the concentration at half of the fitted maximal effect.
SMILES,p53ts 39C tox,Imprint erasure,p53ts 32C tox,IkB signaling
COc1cccc(C(C#N)N2CCCCC2)c1O (stereo not drawn),-5%,-10%,-4%,0.4%
COc1ccccc1NCc1cccn1-c1nnc(N2CCCCCC2)s1,-15%,-10%[10.9 µM],?,?
O=C(NCc1ccco1)Oc1ccccc1,8%,6%,0%,-0.2%
Cc1ccc(CNC(=O)c2ccc(Cn3c(SCc4ccc(F)cc4)nc4cccnc43)cc2)o1,20µM*,-16%[10.9 µM],?,?
Cn1nnnc1SCCOc1ccc(C#N)cc1,5%,-19%,3%,-2.3%
CCOCC(=O)Nc1ccc2c(c1)OCCO2,-17%,-49%[inhibitor],-21%,3.8%
CCCN(CCO)Cc1cccc(Cl)c1,-3%,7%,2%,1.1%
CCn1cc(C(=O)N2CCN(c3ccccc3OC)CC2)c(=O)c2cc(S(=O)(=O)N3CCC(C)CC3)ccc21,-2%,-13%[10.9 µM],5%,?
CCNC(=O)NC(=O)C(C)SCc1ccccc1C (stereo not drawn),-3%,-6%,1%,0.1%
O=C(N1CCOCC1)C12CCC3CC(CC(C3)C1)C2,5%,/,-2%,0.4%
COc1cc(NS(=O)(=O)c2ccc(NC(=O)C3CCCO3)cc2)nc(OC)n1 (stereo not drawn),6%,-10%,11%,-0.5%
CCc1ccccc1-n1c(-c2ccncc2)n[nH]c1=S,13%,13%,-4%,-2.3%
CCc1cnc2c(c1SCC(=O)Nc1ccc(C(=O)OC)cc1)c(=O)n(C)c(=O)n2C,-3%,-3%[10.9 µM],3%,?
CC1=C(C(=O)Nc2ccccc2)C(c2ccc(O)cc2)n2nc(-c3ccc(Cl)cc3)nc2N1 (stereo not drawn),-20%,10%[10.9 µM],3%,?
CCCn1c(=O)c(C(=O)Nc2ccccc2C(=O)OCC)c(O)c2ccccc21,6%,2%,10%,?
COc1cc(C2CC(=O)Nc3ccccc3S2)cc(OC)c1OC (stereo not drawn),4%,-8%,1%,0.5%
O=C(CC(c1ccccc1)c1ccccc1)NCCO,20%,-6%,-2%,0.3%
O=C(Nc1ccc(-c2noc(COc3ccccc3Cl)n2)cc1)c1ccco1,?,-50%[inhibitor],?,-1.8%
O=C(CCCCn1c(=O)c2ccccc2n(Cc2ccc(Cl)cc2)c1=O)NCc1ccccc1Cl,-23%,-8%[10.9 µM],-20%,?
O=C(CSc1nc2c([nH]c3ccccc32)c(=O)n1-c1cccc(Cl)c1)NCc1ccccc1,-13%,4%[10.9 µM],5%,1.1%
Cn1cccc1C(=O)N1CCC2(CC1)CCN(c1ncccn1)CC2,-1%,/,-8%,1.1%[11.4 µM]
O=C1CCCC2=C1C(c1cccs1)n1nc(SCc3ccccc3)nc1N2 (stereo not drawn),52%[activator],-20%,14%,-2.8%
Cc1cccc(C)c1NC(=O)CN1C(=O)c2cccc3cccc1c23,27%,-10%[10.9 µM],-1%,-0.5%
COc1ccc(-n2ncc3c2ncn2nc(-c4ccc(OC)c(OC)c4)nc32)cc1,14%,-8%[10.9 µM],-2%,-0.2%
CC(/C=N/n1c(-c2ccco2)n[nH]c1=S)=C\c1ccco1,-16%,/,2%,/
Cn1nnnc1SCCCNCc1cc(Br)ccc1OCc1ccccc1F,-12%,-23%[10.9 µM],-15%,-1.8%
Cc1ccc(S(=O)(=O)c2cn(CC(=O)Nc3ccc(Cl)cc3)c3ccc(F)cc3c2=O)cc1C,-8%,-11%[10.9 µM],2%,?
Cc1cccc(-c2nc3c4ccccc4n(Cc4cccc(Cl)c4)c(=O)n3n2)c1,-23%,-15%[10.9 µM],9%,2.7%
COc1ccccc1C(=O)NCCc1nc2ccccc2[nH]1,7%,-10%,7%,?
COc1ccc2c(c1)CCc1c(C(=O)Nc3ccc(OC)cc3OC)noc1-2,8%,17%[10.9 µM],8%,5.6%
COc1ccc(C2C(C(=O)c3cccs3)=C(O)C(=O)N2c2nnc(C)s2)cc1OC (stereo not drawn),5%,0%,-2%,-0.1%
N#C/C(=C\c1ccc(Cl)cc1Cl)c1nc(-c2cccc(Cl)c2)cs1,7%,7%[10.9 µM],1%,-3.1%
CC(C)c1ccccc1N=C1SCCN1C1CCS(=O)(=O)C1 (stereo not drawn),3%,-10%,1%,0.7%
Cc1c(C(=O)Nc2cnccn2)oc2ccccc12,-9%,-46%[inhibitor],-11%,-3.5%
COc1ccc(CCNC(=O)CSc2nnc(-c3cccc(F)c3)o2)cc1OC,-2%,/,-6%,-1.3%
CN(Cc1ccccc1)S(=O)(=O)c1nnc(NC(=O)c2ccccc2)s1,-8%,-13%[10.9 µM],0%,-0.8%
COc1ccc(CNC(=O)C2CCNCC2)cc1,4%,3%,-8%,1.8%
c1ccc(Cn2nnc3c(N4CCc5ccccc5C4)ncnc32)cc1,-20%,-20%,-10%,-5.1%
Cc1nnc(SCC(=O)NCCN2C(=O)CSC2=O)s1,-5%,-3%,9%,0.6%
COc1ccc(CCNC(=O)CCCCn2c(=O)c3ccccc3n(CC(=O)Nc3ccccc3C)c2=O)cc1OC,3%,-8%[10.9 µM],8%,-1.7%
CCOC(=O)c1c(C)[nH]c(C)c1-c1ccccc1OC,7%,3%,3%,0.5%
Cn1cccc1Cc1nnc(SCC(=O)N2CCN(c3ccccc3)CC2)n1-c1ccc(F)cc1,-11%,-8%,-2%,5.7%
CC(=O)c1c(C)n(-c2ccc(Cl)cc2)c2ccc(OC(=O)COc3ccccc3)cc12,0%,7%[10.9 µM],11%,?
Cc1c(C(=O)NCc2cccc(Cl)c2)sc2ncnc(N(C)C3CCCCC3)c12,1%,-5%[10.9 µM],18%,0.1%
Cn1c(=O)c2c(nc(CN3CCc4ccccc4C3)n2CC(=O)c2ccccc2)n(C)c1=O,25%,8%,10%,12%
CC(C)CC(NC(=O)C1CCC(C)CC1)C(=O)Nc1cccnc1 (stereo not drawn),0%,-9%,3%,-0.6%
CCOC(=O)N1CCC(NC(=O)c2cnn(-c3cccc(C)c3)c2C2CCN(C(=O)OC(C)(C)C)CC2)CC1,7%,-8%[10.9 µM],10%,?
O=C(NC1CCCCC1)N1CCCC(c2nc3ccccc3[nH]2)C1 (stereo not drawn),9%,-26%,-3%,-3.7%
CC(=O)Nc1nc2c(c3c1c(=O)oc1ccccc13)CCCCC2,6%,5%,-1%,-0.7%
COc1ccccc1C(=O)n1nc(-c2ccco2)nc1N,12%,-3%,-3%,0.3%

# Next part:
SMILES,p53ts 39C tox,Imprint erasure,p53ts 32C tox,IkB signaling
Cc1ccc(Cn2ncc3c(N4CCCC4)ncnc32)cc1,1%,-8%,4%,-0.8%
O=C(CSc1ccc2nnc(-c3ccccc3)n2n1)N1CCCc2ccccc21,7%,/,-21%,/
CCSc1nc2ccccc2n1CC(N)=O,10%,7%,6%,0.3%
Nc1ccccc1S[C@@H](C[N+](=O)[O-])c1ccc2c(c1)OCO2,15%[9.22 µM],-20%[10.9 µM],2%[9.22 µM],?
Fc1ccc(-c2cc(-c3nc(-c4ccc(Cl)cc4)no3)[nH]n2)cc1,?,1%[10.9 µM],-25%,-3.1%
Cc1ccc(-c2nnc(SCC(=O)Nc3ccc4c(c3)OCCO4)n2N)cc1,-11%,-9%,-12%,2.8%
O=C(COc1ccccc1F)Nc1nnc(SCc2cc(=O)n3ccccc3n2)s1,15%,-4%[10.9 µM],2%,?
CC(=O)c1cccc(NC(=O)N2CCCC2C(=O)NCc2ccc(C)cc2)c1 (stereo not drawn),6%,-13%,1%,1.3%
C=CC[C@@H]1C=C[C@H](O/N=C(\C)CCN2CCCc3nc(C)c(C)cc32)[C@H](CO)O1,6%[9.22 µM],/,2%[9.22 µM],/
O=C(Nc1cccc(F)c1F)C1CCN(c2ncccn2)CC1,-13%,-9%[10.9 µM],2%,2.1%
CC(=O)NC1=NC(=O)/C(=C/N2CCOCC2)S1,4%,-15%,0%,-1.3%
Oc1ccccc1-c1nnc(COc2ccc(Cl)cc2Cl)o1,-26%,-27%,-11%,?
CCOC(=O)c1cc2c(=O)n3ccccc3nc2n(CCOC)c1=NC(=O)C(C)(C)Oc1ccc(Cl)cc1,11%,6%[10.9 µM],1%,1.1%
O=C(Nc1cccnc1)c1cnc2ccccc2n1,-7%,-47%[inhibitor],-13%,-1.0%
CCN1CCN(S(=O)(=O)c2ccc(OC)c(Br)c2)CC1,-4%,28%,6%,0.7%
CC1CCCCC1N=CC1=C(O)CC(C)(C)CC1=O (stereo not drawn),1%,-11%,-3%,2.3%
COc1ccccc1Nc1nnc(SCC(=O)N2CCCC2=O)s1,1%,-87%[inhibitor],2%,?
CCOc1ccc(/C=C/c2nc(C#N)c(N3CCN(CC)CC3)o2)cc1,-29%,-14%[10.9 µM],16%,-2.7%
O=C(NCCc1ccccc1)c1nc2nc(-c3cccs3)cc(C(F)(F)F)n2n1,30%,/,6%,/
COc1ccc(CCNc2nc3cc(OC)c(OC)cc3c3nc(-c4cccnc4)nn23)cc1OC,15%,-9%[10.9 µM],5%,0.6%
CCCCn1c(SCC(=O)NC(=O)NCc2ccco2)nc2cc(S(N)(=O)=O)ccc21,8%,-22%,7%,1.5%
CC(=O)c1ccccc1NS(=O)(=O)c1c(C)nn(-c2ccccc2)c1C,8%,-17%,8%,2.5%
CC(=O)c1ccc(NC(=O)CN(C)S(=O)(=O)c2cnc[nH]2)cc1,2%,-7%[10.9 µM],1%,-1.5%
O=C(Nc1ccc(F)c(Cl)c1)N1CCN(C(=O)c2nsc3ccccc23)CC1,-8%,6%[10.9 µM],-9%,-1.1%
CC(C)OC(=O)CCC1(C(=O)O)CCC(=O)NC1 (stereo not drawn),3%,5%,0%,1.7%
COc1cc2oc(=O)c(CC(=O)N3CCCCC3)c(C)c2cc1OC,4%,3%[10.9 µM],0%,-0.1%
Cc1ccc(OCC(=O)N(Cc2sccc2C)C2CCS(=O)(=O)C2)cc1 (stereo not drawn),-4%,6%[10.9 µM],7%,0.5%
Cc1nn(CC(=O)NCc2cccc(Br)c2)c(=O)c2c1sc1ccccc12,?,16%[10.9 µM],-2%,0.6%
Cc1cccc(NC(=O)CSc2nc3ccc(NC(=O)c4ccccc4)cc3s2)c1,-26%,-26%[10.9 µM],-11%,?
O=C(CNCC1CCCO1)Nc1ccc(N2CCCCCC2)cc1 (stereo not drawn),-11%,-13%,-17%,-0.4%
Cc1cccc(N(C)S(=O)(=O)c2ccc3c(c2)CCC(=O)N3)c1,-7%,-11%,5%,1.6%
CCOC(=O)C1CCN(c2ncnc3c2c(-c2ccccc2)cn3-c2ccc(C)c(Cl)c2)CC1,-22%,9%[10.9 µM],?,0.7%
Cc1cc(C)c2c(C)c(C(=O)NCc3ccncc3)oc2c1,-2%,/,1%,/
O=C(CCS(=O)(=O)Cc1ccccc1F)NCCCN1CCCCC1,1%,?,-2%,-0.6%
COc1ccc(-n2c(SCC(=O)Nc3cc(C)cc(C)c3)nc3c(oc4ccccc43)c2=O)cc1,-7%,-4%[10.9 µM],4%,0.9%
COc1ccc(Cc2nnc(NC(=O)c3c(-c4ccccc4)noc3C)s2)cc1,1%,-6%,16%,3.1%

# Profiles as entered above. Values in the order: p53ts 39C tox	Imprint erasure	p53ts 32C tox	IkB signaling
# Entry for Cc1cc(C)c2c(C)c(C(=O)NCc3ccncc3)oc2c1 : -2%	/	1%	/
# Entry for COc1ccc(-n2c(SCC(=O)Nc3cc(C)cc(C)c3)nc3c(oc4ccccc43)c2=O)cc1 : -7%	-4%[10.9 µM]	4%	0.9%
# Entry for CCOC(=O)C1CCN(c2ncnc3c2c(-c2ccccc2)cn3-c2ccc(C)c(Cl)c2)CC1 : -22%	9%[10.9 µM]	?	0.7%
# Entry for Cc1cccc(N(C)S(=O)(=O)c2ccc3c(c2)CCC(=O)N3)c1 : -7%	-11%	5%	1.6%

# Entries from the list above containing a cyano group, in the order listed:
SMILES,p53ts 39C tox,Imprint erasure,p53ts 32C tox,IkB signaling
COc1cccc(C(C#N)N2CCCCC2)c1O (stereo not drawn),-5%,-10%,-4%,0.4%
Cn1nnnc1SCCOc1ccc(C#N)cc1,5%,-19%,3%,-2.3%
N#C/C(=C\c1ccc(Cl)cc1Cl)c1nc(-c2cccc(Cl)c2)cs1,7%,7%[10.9 µM],1%,-3.1%
CCOc1ccc(/C=C/c2nc(C#N)c(N3CCN(CC)CC3)o2)cc1,-29%,-14%[10.9 µM],16%,-2.7%

# Source: PubChem BioAssay (National Center for Advancing Translational Sciences (NCATS))
